Wnt act = activators of Wnt/beta-catenin signaling. Wnt/beta-catenin reporter cell assay, activator, plate reader. activation, % at 9.35 µM. 1.2% of 300,000 active; in the data active = activation above about 30%, passing the limit was not always enough; inconclusive = no clear call, values can overlap the other calls;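 note: 0% = neutral control wells and 100% = positive control wells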
V-ATPase pH = yeast V-ATPase proton transport regulation by pHLuorin | S. cerevisiae, pHLuorin cytosolic pH fluorescence | response, % at 10 µM | 0.37% of 350,000 active | AID 504577; in the data active = response mostly above about 7.3%, no sharp cut-off; inactive = mostly below about 5.4%; note: actives read high; inactives centre near 0; some compounds called inactive have numbers as strong as hits
dFosB act = activators of mouse delta FosB homodimer; AID 493131; purified delta FosB, TAMRA-CDK5 oligo fluorescence polarization; percent of positive-control signal above neutral wells; activation, % at 25 µM; 0.99% of 340,000 active;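 active = mean activation above about 17%, with every replicate also reaching it, limit read from the data, passing the limit was not always enough; inconclusive = only one of the two conditions met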;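 note: fluorescence polarization rise as delta FosB binds a TAMRA Cdk5 AP-1 oligo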
Target sequence (P13346 whole entry, looked up): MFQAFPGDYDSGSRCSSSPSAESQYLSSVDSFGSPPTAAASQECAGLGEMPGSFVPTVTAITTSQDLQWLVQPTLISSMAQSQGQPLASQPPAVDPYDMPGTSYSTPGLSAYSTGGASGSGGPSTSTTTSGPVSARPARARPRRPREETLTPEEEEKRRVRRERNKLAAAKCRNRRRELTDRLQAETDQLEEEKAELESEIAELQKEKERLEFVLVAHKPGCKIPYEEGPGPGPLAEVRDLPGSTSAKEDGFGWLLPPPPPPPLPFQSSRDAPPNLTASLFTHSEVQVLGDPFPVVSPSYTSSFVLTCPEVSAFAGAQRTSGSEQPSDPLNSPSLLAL
RTF Ca sens act = increases calcium sensitivity of human cardiac regulated thin filaments; IANBD-labeled TnC RTF fluorescence at EC20 calcium; 0% EC20 calcium, 100% full calcium; 0.24% of 340,000 active; activation, % at 7.2 µM;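 active = activation above the mean over all tested compounds plus 3 SD, cut at about 30% in these data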;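 note: rise in fluorescence read as greater calcium sensitivity of cardiac thin filaments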
CAL PDZ FP-1 = CAL PDZ (human) peptide binding inhibition; inhibition, % at 24.9 µM; AID 602252; purified CAL PDZ, TMR-peptide fluorescence polarization, 1 h; Q9HD26; 0.92% of 300,000 active;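 active = mean inhibition of at least 30% with at least half of replicates also reaching 30%; inconclusive = no clear call, values can overlap the other calls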;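 note: 0% = DMSO neutral control and 100% = excess unlabeled competitor peptide PRC23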
CAL PDZ FP-2 = inhibitors of human CAL PDZ peptide binding; 0.02% of 330,000 active; AID 504414; Q9HD26; inhibition, % at 20 µM; purified CAL PDZ, TMR-peptide fluorescence polarization, 1 h;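 active = highest replicate inhibition of at least 40%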;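 note: plate controls were DMSO neutral control wells for no effect and unlabeled competitor peptide control wells for full effect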
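Test system: tagged CAL PDZ domain / Buffer or medium: sodium phosphate/NaCl buffer pH 7.4 with TCEP, IgG, Thesit / Reagent: TMR-labelled reporter peptide T*-PRC34 bound in PDZ groove / Compound dosing: single point, 20 µM / Schedule: 1 h incubation at room temperature before polarization reading / Technique: fluorescence polarization (mP) / Benchmarks: unlabelled peptide, DMSO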
Rtt109 HAT inh = inhibitors of Candida albicans Rtt109/Vps75 histone acetyltransferase | Q5AAJ8 | 0.16% of 330,000 active | inhibition, % at 34.9 µM | purified Rtt109/Vps75, ThioGlo CoA-SH fluorescence, 4 h | AID 540336;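 active = inhibition of at least 50% in every replicate; inconclusive = best replicate reaches 50% inhibition but some replicates fall short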
MITF act = activators of MITF-driven TRPM1 promoter activity in SK-MEL-5 cells; SK-MEL-5 TRPM1-promoter luciferase, 24 h; % of positive control, neutral wells = 0; AID 588334; activation, % at 12.5 µM; 0.75% of 300,000 active;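 active = mean activation of at least 80% with every replicate also reaching 80%; inconclusive = mean reaches 80% but some replicate falls short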;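 note: 0% = neutral control wells and 100% = parthenolide positive control wells; values of inactives mirror those of a sister screen read the other way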
Tat export inh = blocks Tat-dependent protein export in E. coli | E. coli MC4100 TorA-mCherry Tat export, fluorescence | 0.036% of 340,000 active | inhibition, % at 10 µM;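 active = mean replicate inhibition at least 50% and at least half of replicates individually reaching 50%; inconclusive = only one of the two criteria met; inactive = neither criterion met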;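 note: exported cargo escapes ClpAP degradation while cytoplasmic cargo is degraded and loses fluorescence; 0% = median of neutral control wells and 100% = median of NaSCN control wells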
CDK5 p35 inh = CDK5/p35 (human) kinase inhibition; Q00535+Q15078; Recombinant CDK5/p35, ADP-Glo luminescence, 60 min; inhibition, % at 10 µM; 0.01% of 330,000 active; AID 488839;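 active = highest replicate inhibition of at least 50% and at least 75% of replicates reaching 50%; inconclusive = only one of the two criteria met; inactive = both criteria failed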;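 note: plate controls were DMSO neutral control for no effect and GW8510 at 10 µM for full effect; many of its hits are not listed in these tables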
Target sequence (Q00535 whole entry, looked up): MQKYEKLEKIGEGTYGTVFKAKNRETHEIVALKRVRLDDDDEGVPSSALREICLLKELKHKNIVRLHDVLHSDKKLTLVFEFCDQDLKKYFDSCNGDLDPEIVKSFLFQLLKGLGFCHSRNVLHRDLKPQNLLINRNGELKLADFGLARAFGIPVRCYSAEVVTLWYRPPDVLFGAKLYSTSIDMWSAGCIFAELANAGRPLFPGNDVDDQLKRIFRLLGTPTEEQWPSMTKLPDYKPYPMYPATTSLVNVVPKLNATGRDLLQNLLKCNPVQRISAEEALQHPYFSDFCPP
Target sequence (Q15078 whole entry, looked up): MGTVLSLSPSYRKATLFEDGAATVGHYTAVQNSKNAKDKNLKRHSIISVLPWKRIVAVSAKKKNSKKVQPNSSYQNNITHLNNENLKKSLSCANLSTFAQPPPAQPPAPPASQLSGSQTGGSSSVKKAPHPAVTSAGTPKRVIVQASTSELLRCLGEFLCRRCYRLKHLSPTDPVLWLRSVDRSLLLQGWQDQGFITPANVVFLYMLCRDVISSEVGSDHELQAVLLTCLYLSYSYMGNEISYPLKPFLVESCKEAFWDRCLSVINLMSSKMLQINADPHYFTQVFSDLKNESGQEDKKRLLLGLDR
Starred values were filed as active, the others as inactive; ? = inconclusive; / = no result given.

Wnt act,V-ATPase pH,dFosB act,RTF Ca sens act,CAL PDZ FP-1,CAL PDZ FP-2,Rtt109 HAT inh,MITF act,Tat export inh,CDK5 p35 inh,compound
0.1,-6.2,4.4,1.6,0.2,-0.5,12.6,5.0,4.0,0.0,O=C(NCc1ccco1)/C(=C/c1ccccc1F)NC(=O)c1ccccc1
?,4.9,-5.7,1.1,-2.7,-3.3,-5.2,3.2,6.3,-0.5,CNC1(c2nnnn2-c2c(C)cccc2C)CCOC(C)(C)C1 (stereo not given)
1.9,-0.2,-7.0,1.2,0.3,/,-4.5,-9.2,-2.0,0.1,Cc1ccc(S(=O)(=O)N2CCN(C(=O)N3CCOCC3)CC2)c(C)c1
-2.7,-0.9,-5.3,2.5,0.6,-2.7,0.7,15.2,15.4,1.6,O=c1[nH]c(C2CCCCC2)nc2ccccc12
-0.6,1.6,-12.6,1.4,/,-1.1,8.6,-2.7,-5.5,0.7,COc1cc(OC)cc(C(=O)N2CCN(S(=O)(=O)c3ccc(Cl)s3)CC2)c1
-2.3,-1.0,3.6,8.7,-1.2,0.5,2.7,-17.5,-11.2,0.2,CCc1nc2sccc2c(=O)n1N
2.1,-2.5,5.3,-3.6,-5.6,-1.9,-10.8,2.4,-2.5,3.1,CCOC(=O)CCN(Cc1ccccc1)S(=O)(=O)c1csc(C(N)=O)c1
2.2,3.3,-0.9,1.1,-1.0,-1.5,1.5,6.4,-3.6,0.5,Cc1ccc(C)c(C(=O)CN2C(=O)NC3(CCCCCCC3)C2=O)c1
9.7,0.3,3.0,1.2,7.2,-0.5,-3.4,14.0,6.7,-0.2,N#CC1CC(c2ccccc2)=NN1c1ccccc1[N+](=O)[O-] (stereo not given)
-1.9,-0.1,1.7,3.2,-4.2,-0.1,-10.4,/,5.5,0.8,O=C(C1CC1)N1c2ccccc2Sc2ccccc21
-0.2,-1.6,-4.7,-0.6,1.9,-2.1,25.4,-2.0,2.8,2.5,CCC12CN(C(=O)c3ccco3)CC(CC)(CN(C(=O)c3ccco3)C1)C2=O
-0.4,-2.8,-0.9,-2.1,-1.0,-1.9,-24.3,6.5,-3.0,0.2,O=C(Oc1nsnc1N1CCOCC1)N1CCOCC1
/,2.7,-7.5,-6.9,-1.0,-2.1,-8.3,-18.0,-4.6,-1.1,COc1ccc(C(=O)N2c3ccccc3CC2C)cc1OC (stereo not given)
1.0,-0.1,-9.4,4.6,11.1,-1.6,-5.4,-9.6,-2.5,0.4,Cc1cc(C(F)(F)F)n(-c2nc(C(=O)NNS(=O)(=O)c3ccccc3[N+](=O)[O-])cs2)n1
/,-1.5,-10.5,-4.1,0.6,-1.4,6.5,8.1,-2.8,-0.2,Cc1cc(C(=O)NCC(=O)OC(C(=O)Nc2cc(C(F)(F)F)ccc2Cl)c2ccccc2)ccc1[N+](=O)[O-] (stereo not given)
0.9,0.7,-10.3,1.3,-1.8,-2.8,10.3,-9.0,-12.1,0.4,NC(=O)NC(c1ccccc1)c1cccc2ccccc12 (stereo not given)
0.4,-4.0,-4.8,-4.6,-1.0,-1.9,-2.5,1.2,-5.9,4.0,CCOC(=O)c1ccc(S(=O)(=O)N(CCO)Cc2cc3cc(OC)c(OC)cc3[nH]c2=O)cc1
1.6,4.9,1.5,-4.4,-3.0,-0.3,7.1,/,-3.2,0.0,Cc1nc(-c2ccccc2)nc(-c2ccccc2)n1
0.3,0.5,-4.2,-2.0,/,0.5,-4.5,/,2.9,0.5,COc1ccc(CCNC(=S)Nc2cccc(C)c2)cc1
5.7,-0.4,-2.6,-0.1,-8.7,-1.4,-6.2,-6.9,2.5,1.0,O=C1NC(c2ccccc2)=C(c2ccc3ccccc3n2)C(c2ccncc2)N1 (stereo not given)
23.4,-3.6,0.1,2.2,-3.1,-0.3,-1.0,/,-8.1,-2.3,CC(=O)Nc1nc2cc3c(cc2s1)OCO3
-1.2,2.2,-6.1,10.7,-3.2,-3.2,-6.9,-5.4,30.4,-1.4,O=C(C[N+]1(CC#Cc2ccccc2)CCCCC1)c1ccc(Cl)cc1
-1.7,-2.8,-32.4,-1.4,-3.6,-4.2,-3.3,5.6,-7.0,/,Cc1c(CN2CCC(C(=O)Nc3cccc(-c4cccc(Cl)c4)c3)CC2)cnn1C
/,0.9,-1.9,2.0,-10.0,-0.6,-1.1,/,-3.0,0.4,Cc1ccc(Oc2ncc(CN3CCOCC3)s2)cc1
/,1.5,-13.5,3.1,-2.9,-1.3,2.6,9.4,1.0,-0.9,CO/N=C\C(=N\Nc1ccc(OC)cc1)C(=O)c1ccccc1

Random excerpt: 3 records from the list.
Wnt act,V-ATPase pH,dFosB act,RTF Ca sens act,CAL PDZ FP-1,CAL PDZ FP-2,Rtt109 HAT inh,MITF act,Tat export inh,CDK5 p35 inh,compound
-0.6,1.6,-12.6,1.4,/,-1.1,8.6,-2.7,-5.5,0.7,COc1cc(OC)cc(C(=O)N2CCN(S(=O)(=O)c3ccc(Cl)s3)CC2)c1
/,-1.5,-10.5,-4.1,0.6,-1.4,6.5,8.1,-2.8,-0.2,Cc1cc(C(=O)NCC(=O)OC(C(=O)Nc2cc(C(F)(F)F)ccc2Cl)c2ccccc2)ccc1[N+](=O)[O-] (stereo not given)
-1.2,2.2,-6.1,10.7,-3.2,-3.2,-6.9,-5.4,30.4,-1.4,O=C(C[N+]1(CC#Cc2ccccc2)CCCCC1)c1ccc(Cl)cc1

Record cards (already shown). Order of values: Wnt act, V-ATPase pH, dFosB act, RTF Ca sens act, CAL PDZ FP-1, CAL PDZ FP-2, Rtt109 HAT inh, MITF act, Tat export inh, CDK5 p35 inh
Profile of `Cc1c(CN2CCC(C(=O)Nc3cccc(-c4cccc(Cl)c4)c3)CC2)cnn1C` = -1.7, -2.8, -32.4, -1.4, -3.6, -4.2, -3.3, 5.6, -7.0, /
Profile of `COc1cc(OC)cc(C(=O)N2CCN(S(=O)(=O)c3ccc(Cl)s3)CC2)c1` = -0.6, 1.6, -12.6, 1.4, /, -1.1, 8.6, -2.7, -5.5, 0.7
Profile of `O=C1NC(c2ccccc2)=C(c2ccc3ccccc3n2)C(c2ccncc2)N1` (stereo not given) = 5.7, -0.4, -2.6, -0.1, -8.7, -1.4, -6.2, -6.9, 2.5, 1.0

(continued)
Wnt act,V-ATPase pH,dFosB act,RTF Ca sens act,CAL PDZ FP-1,CAL PDZ FP-2,Rtt109 HAT inh,MITF act,Tat export inh,CDK5 p35 inh,compound
/,0.5,-5.2,-5.4,-2.4,0.9,6.8,-11.5,-4.8,1.0,CCOC(=O)CCNC(C)C1COc2ccccc2O1 (stereo not given)
/,0.7,2.5,3.7,1.2,0.4,-0.9,-8.6,-6.6,-0.3,CCn1c(-c2cc(OC)ccc2OC)csc1=Nc1c(C)n(C)n(-c2ccccc2)c1=O
-1.1,-2.1,0.5,0.4,-2.4,0.9,3.2,1.5,-8.3,0.7,CN(C(=O)CSc1nnc(-c2cccnc2)n1-c1ccccc1F)C1CCS(=O)(=O)C1 (stereo not given)
-2.5,-0.6,-9.7,5.9,0.3,-3.5,/,-3.8,-4.4,1.4,COc1ccccc1NC(=S)N1CCC(c2nc3cc(C)c(C)cc3[nH]2)CC1
0.3,4.2,7.5,5.3,-1.9,-0.7,-2.8,0.1,-7.9,2.1,Cc1ccc2ncnc(Nc3cccc([N+](=O)[O-])c3)c2c1
3.1,-0.6,2.6,3.2,-5.8,-0.3,-7.7,12.9,-3.5,-1.1,C=CCCCCc1nc2ccccc2c(=O)n1N
/,5.8,-4.5,0.6,/,-1.2,-10.1,-2.2,10.0,1.1,CCOCCCNC(=O)CNC(=S)N(Cc1ccccc1F)C1CCCCC1
0.7,-1.5,-6.4,-3.3,/,-1.6,6.4,/,5.7,-0.3,CC1CCN(C(=O)c2ccc(CSc3nc4ccncc4n3Cc3ccc(F)cc3)cc2)CC1
0.7,5.7,-2.7,-0.2,7.9,-0.8,0.4,/,10.9,-1.6,CCOC(=O)c1c(-c2ccccc2)c2cc(OC)ccc2n1CCCN(C)C
0.1,-2.8,-0.2,-1.1,2.4,-1.4,10.9,11.2,7.7,1.5,O=C(Nc1ccccc1F)c1ccc2c(c1)CCN2S(=O)(=O)c1ccccc1
-3.3,1.6,6.8,4.8,-0.7,-0.6,7.4,-15.2,2.5,2.5,COCCNC(=O)c1onc(CSc2cccc(Cl)c2)c1C(=O)O
-1.1,3.1,-1.8,0.3,/,-6.3,-5.8,-3.3,2.0,-0.8,CCOC(=O)c1c(C)n(C)c2ccc(OC(=O)c3ccc(N4C(=O)CCC4=O)cc3)cc12
/,0.3,-13.2,-3.0,-2.0,-0.1,-0.3,24.7,7.6,0.0,Cc1ccn2c(NC(=O)C(C)(C)Oc3ccc(Cl)cc3)c(-c3cccs3)nc2c1
-0.6,-2.8,-6.4,-8.0,-3.1,-1.2,-13.9,3.1,1.2,0.1,Cc1cc(/C=C2\SC(=O)N(C)C2=O)c(C)n1-c1cccc(C(=O)O)c1
0.7,1.9,-15.0,6.4,-0.1,-2.9,-0.7,-13.5,2.6,1.1,COc1ccc(OC)c(NC(=O)Cc2c(C(=O)O)n(C)c3ccccc23)c1
/,-0.8,-8.7,7.0,-4.3,-0.9,2.0,-1.9,3.3,1.6,COc1ccc(C2CC(C(F)(F)F)n3nc(C(=O)N(C)Cc4cn(C)nc4C)c(Cl)c3N2)cc1 (stereo not given)
13.1,-2.2,2.7,-1.5,10.9,-3.0,-0.1,7.8,-5.4,-1.3,CCC(C)NC(=O)Cn1cnc2sc(C)c(S(=O)(=O)N3CCN(c4ccccc4OC)CC3)c2c1=O (stereo not given)
-2.8,-0.7,-1.5,-1.5,-4.5,-0.5,-7.9,4.5,-2.5,0.1,CC(C)CCNC(=O)C1CC(c2ccccc2C(F)(F)F)=NO1 (stereo not given)
-1.8,-1.5,3.4,-7.3,-0.3,-1.8,18.0,-1.5,1.1,1.2,C/C(=N/NS(=O)(=O)c1ccc(Br)cc1)c1c[nH]c2ccccc12
13.9,0.4,-2.5,-2.0,-2.9,-2.2,4.3,30.4,1.5,0.3,Cc1ccc(Nc2nc(Cl)nc(NC3CCCCC3)n2)cc1
-1.7,1.0,-3.2,1.8,11.8,-3.9,5.1,-0.1,-10.9,-0.3,CCOc1ccc(S(=O)(=O)N2CC(=O)Nc3ccccc32)cc1C#N
-0.8,3.6,3.0,-1.4,1.6,-0.4,-2.8,0.3,-3.1,-0.1,CC(=O)Nc1ccc(S(=O)(=O)NCCC(=O)NC(C)c2cccs2)cc1 (stereo not given)
-1.4,-3.9,10.6,0.8,-3.7,0.2,-8.6,-15.0,2.2,0.2,Cn1c(C=O)c(C#Cc2ccccc2)c2ccccc21
0.3,1.1,4.0,-1.4,-2.9,-0.3,-1.2,/,-4.1,-0.2,COc1ccc(/C=C/C(=O)O)cc1S(=O)(=O)N1CCCC1
-4.9,-0.8,-5.1,0.0,5.2,-2.1,-3.9,/,-4.4,0.5,Cc1cc2oc(=O)cc(COC(=O)Cn3cnnn3)c2cc1C(C)C

Source: PubChem BioAssay (several laboratories)
